CRFR2-BP antag – blocks CRF-induced signaling of the CRF-BP/CRF-R2 complex; HEK293 CRF-R2/CRF-BP, CRF-induced calcium fluorescence; inhibition, % at 11.8 µM; 350,000 compounds, 0.59% hits; AID 588475;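 active = inhibition of the ligand-induced calcium signal above about 50% at the single tested concentration, limit read from the data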
CHRM5 antagonist – antagonists of human muscarinic M5 receptor (CHRM5) | inhibition, % at 3 µM | P08912 | CHO-hM5 cells, Fluo-8 calcium fluorescence, ACh EC80 | 360,000 compounds, 0.59% hits;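 active = inhibition above a per-plate cutoff, the mean of that plate's test compounds plus 3 SD, cut at about 27% in these data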;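 also: 0% = acetylcholine EC80 with DMSO and 100% = DMSO without agonist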
Target sequence (P08912 whole entry, looked up): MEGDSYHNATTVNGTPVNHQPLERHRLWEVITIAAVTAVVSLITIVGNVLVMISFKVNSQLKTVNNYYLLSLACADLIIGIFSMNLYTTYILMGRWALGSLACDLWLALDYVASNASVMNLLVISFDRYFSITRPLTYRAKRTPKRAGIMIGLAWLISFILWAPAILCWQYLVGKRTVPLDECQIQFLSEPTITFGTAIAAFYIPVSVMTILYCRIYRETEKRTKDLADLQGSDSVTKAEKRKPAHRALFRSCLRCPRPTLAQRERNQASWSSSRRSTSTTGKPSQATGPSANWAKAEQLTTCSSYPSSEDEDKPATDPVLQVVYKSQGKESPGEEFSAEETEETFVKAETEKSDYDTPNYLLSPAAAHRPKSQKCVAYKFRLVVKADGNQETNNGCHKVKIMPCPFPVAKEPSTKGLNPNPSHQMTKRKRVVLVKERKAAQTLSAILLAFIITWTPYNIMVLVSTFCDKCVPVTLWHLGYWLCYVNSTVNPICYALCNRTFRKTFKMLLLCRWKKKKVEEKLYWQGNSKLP
M1 PAM parental – M1 PAM counterscreen hit in parental CHO-K1 cells. ATP EC20, Fluo-8 calcium fluorescence; 0% at ATP EC20, 100% at ATP max. activation, % at 3 µM. 360,000 compounds, 0.02% hits;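 active = activation above the run cutoff, the mean activation of all test compounds plus 3 SD, cut at about 40% in these data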;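 also: peak over basal fluorescence ratio in a 140 s read after ATP addition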
M5 PAM – potentiates acetylcholine response at human M5 receptor. P08912. CHO-K1 hM5, Fluo-8 calcium, ACh EC20 PAM; 0% = ACh EC20, 100% = ACh EC100. activation, % at 3 µM. 360,000 compounds, 0.3% hits. AID 624038;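 active = activation above the run cutoff, the mean activation of all test compounds plus 3 SD, cut at about 18% in these data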
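System: CHO-K1 hM5 cells. Reagent: acetylcholine, EC20 level. Compound dosing: single dose, 3 µM nominal final test concentration. Timing: Post-acetylcholine fluorescence recording 140 s. Detection: Fluo-8 calcium fluorescence. Read-out: % activation, ACh-normalized. Benchmarks: ACh EC20 and EC100 wells. Repeats: singlicate, one well per test compound.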
CHRM4 PAM – CHRM4 positive allosteric modulation | 360,000 compounds, 0.4% hits | CHO-K1 hM4/Gqi5, Fluo-8 calcium fluorescence, ACh EC20; 0% = ACh EC20, 100% = maximal ACh | activation, % at 3 µM;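 active = activation above its plate's cutoff, the mean activation of sample wells plus 3 SD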; also: some results filed as inactive read as strong as hits
TAAR1 antag – antagonists of human TAAR1 | Q96RJ0 | CHO RD-HGA16 TAAR1, Fluo-8 calcium fluorescence, antagonist | inhibition, % at 3 µM | 360,000 compounds, 1.5% hits;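 active = inhibition above a per-plate cutoff, the mean inhibition of test compounds on that plate plus 3 SD, cut at about 49% in these data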;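 also: 0% = DMSO plus EC80 beta-PEA response and 100% = DMSO alone without agonist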
Target sequence (Q96RJ0 whole entry, looked up): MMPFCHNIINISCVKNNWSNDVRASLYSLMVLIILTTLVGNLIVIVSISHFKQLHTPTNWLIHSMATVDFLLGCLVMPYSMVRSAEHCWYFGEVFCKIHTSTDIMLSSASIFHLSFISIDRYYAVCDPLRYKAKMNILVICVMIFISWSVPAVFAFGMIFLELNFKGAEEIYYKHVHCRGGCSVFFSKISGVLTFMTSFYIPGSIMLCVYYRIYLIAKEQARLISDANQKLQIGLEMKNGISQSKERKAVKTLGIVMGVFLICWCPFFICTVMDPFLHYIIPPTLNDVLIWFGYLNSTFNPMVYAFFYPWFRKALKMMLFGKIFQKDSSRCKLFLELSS
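Test system – hTAAR1-expressing CHO RD-HGA16 cells, Gα16-coupled · Reagent – β-PEA at EC80 concentration, post-compound challenge · Compound dosing – 3 µM, single point · Timing – 140 s kinetic read after compound, 140 s after agonist · Detection – Fluo-8 intracellular calcium dye fluorescence, real-time kinetic reads · Control set – DMSO and EC80 PEA controls · Repeats – n of 1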
CRFR2-BP ag – agonists of human CRF-binding protein/CRF-R2 receptor complex; HEK293 CRF-R2/CRF-BP, calcium dye fluorescence (FLIPR); percent of saturating CRF peptide response; activation, % at 13.2 µM; 350,000 compounds, 0.46% hits; AID 588473;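 active = activation of at least 50%, plus an integration ratio under a set limit after plate pattern correction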;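 also: plate controls were neutral control wells without compound for no effect and CRF at EC100 for full effect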
TAAR1 ag – human TAAR1 agonism | Q96RJ0 | CHO RD-HGA16 TAAR1, Fluo-8 calcium fluorescence; vehicle wells 0%, saturating PEA agonist 100% | activation, % at 3 µM | 360,000 compounds, 0.99% hits | AID 624467;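 active = activation above the mean activation of all test compounds in the run plus 3 SD, cut at about 38% in these data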
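test system = CHO RD-HGA16 cells carrying human TAAR1 plus Gα16 | schedule = 17-24 h seeding, 75 min 37 °C dye, 30 min RT | compound dosing = 3 µM single concentration | control set = DMSO and PEA EC100 | replicates = n 1 | signal = Fluo-8 fluorescence, 5 s baseline then 140 s kinetic read | measure = percent activation vs PEA EC100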
CHRM5 agonist – agonists of human muscarinic M5 receptor (CHRM5); CHO-K1 hM5 cells, Fluo-8 calcium fluorescence; 0% DMSO wells, 100% maximal acetylcholine response; activation, % at 3 µM; 360,000 compounds, 0.19% hits; AID 624037;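 active = activation above the run's mean over test compounds plus 3 SD, cut at about 23% in these data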;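 also: signal is peak over basal fluorescence ratio across the kinetic read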
Active calls of the source: *. Random draw from the library, and some 4.2% of all compounds hit somewhere here.

How did O=C(NCCN1CCN(c2ccccc2)CC1)c1cccc(Cl)c1 do in these assays?
CRFR2-BP antag: 14; CHRM5 antagonist: -2; M1 PAM parental: 3; M5 PAM: 7; CHRM4 PAM: 3; TAAR1 antag: -10; CRFR2-BP ag: -2.2; TAAR1 ag: 0; CHRM5 agonist: -4

Results for CC(C)C(NC(=O)C1CCC(C(C)(C)C)CC1)C(=O)NCCc1ccc(S(N)(=O)=O)cc1 (stereo unspecified) ?
CRFR2-BP antag: -7; CHRM5 antagonist: 6; M1 PAM parental: 5; M5 PAM: -3; CHRM4 PAM: -10; TAAR1 antag: -18; CRFR2-BP ag: -0.1; TAAR1 ag: 27; CHRM5 agonist: 1

Results for O=C(Nc1ccccc1O)c1nc(Cl)ccc1Cl ?
CRFR2-BP antag: 2; CHRM5 antagonist: 0; M1 PAM parental: 22; M5 PAM: 7; CHRM4 PAM: 0; TAAR1 antag: -5; CRFR2-BP ag: -0.3; TAAR1 ag: 2; CHRM5 agonist: -3

How did O=C(NCc1ccco1)c1cc2ccc(O)cc2oc1=O do in these assays?
CRFR2-BP antag: 0; CHRM5 antagonist: 12; M1 PAM parental: 2; M5 PAM: 3; CHRM4 PAM: 13; TAAR1 antag: 8; CRFR2-BP ag: 17; TAAR1 ag: 16; CHRM5 agonist: 0

What do the screens show for `OC(CCCN1CCCCC1)(c1ccccc1)c1ccc(C(F)(F)F)cc1` (stereo unspecified)?
CRFR2-BP antag: -27; CHRM5 antagonist: 13; M1 PAM parental: -5; M5 PAM: -31; CHRM4 PAM: -11; TAAR1 antag: -14; CRFR2-BP ag: 8.2; TAAR1 ag: 14; CHRM5 agonist: -12

What do the screens show for `Cc1cccc(C(=O)OCC(=O)Nc2sc3c(c2C#N)CCC3)c1`?
CRFR2-BP antag: -4; CHRM5 antagonist: 2; M1 PAM parental: 13; M5 PAM: -2; CHRM4 PAM: 8; TAAR1 antag: 3; CRFR2-BP ag: -0.8; TAAR1 ag: 1; CHRM5 agonist: 0

Results for COCC(=O)Nc1ccc(S(=O)(=O)NCC2CCCO2)cc1 (stereo unspecified) ?
CRFR2-BP antag: 9; CHRM5 antagonist: 9; M1 PAM parental: 5; M5 PAM: -3; CHRM4 PAM: 0; TAAR1 antag: 14; CRFR2-BP ag: -0.3; TAAR1 ag: 0; CHRM5 agonist: 1

What do the screens show for `CSc1ccc(CN2CCC(Oc3ccc(C(=O)N4CCCC4)cc3)CC2)cc1`?
CRFR2-BP antag: 5; CHRM5 antagonist: 8; M1 PAM parental: 0; M5 PAM: -8; CHRM4 PAM: -19; TAAR1 antag: -30; CRFR2-BP ag: -0.2; TAAR1 ag: 10; CHRM5 agonist: -9

Results for O=C(COc1ccc(NS(=O)(=O)c2ccc(F)cc2)cc1)N1CCOCC1 ?
CRFR2-BP antag: 11; CHRM5 antagonist: -7; M1 PAM parental: 7; M5 PAM: -1; CHRM4 PAM: 4; TAAR1 antag: 9; CRFR2-BP ag: -1.1; TAAR1 ag: -1; CHRM5 agonist: -4

Results for COCCn1c(SCc2nc3ccccc3c(=O)[nH]2)nc2ccccc2c1=O ?
CRFR2-BP antag: -12; CHRM5 antagonist: 3; M1 PAM parental: 11; M5 PAM: 0; CHRM4 PAM: 4; TAAR1 antag: 3; CRFR2-BP ag: 0.7; TAAR1 ag: 4; CHRM5 agonist: 8

How did Cc1[nH]c2ccccc2c1C(=O)C(=O)NCc1nnnn1-c1ccc(F)cc1 do in these assays?
CRFR2-BP antag: -5; CHRM5 antagonist: 6; M1 PAM parental: 2; M5 PAM: -2; CHRM4 PAM: 1; TAAR1 antag: -2; CRFR2-BP ag: 1.4; TAAR1 ag: 2; CHRM5 agonist: -1

How did COc1cccc(NC(=O)COC(=O)C2C3CC4OC(=O)C2C4C3)c1 (stereo unspecified) do in these assays?
CRFR2-BP antag: 5; CHRM5 antagonist: 3; M1 PAM parental: 21; M5 PAM: 4; CHRM4 PAM: -2; TAAR1 antag: 10; CRFR2-BP ag: -0.7; TAAR1 ag: 1; CHRM5 agonist: -1

The final 2 entries of the section above lead into the next:
How did Cc1[nH]c2ccccc2c1C(=O)C(=O)NCc1nnnn1-c1ccc(F)cc1 do in these assays?
CRFR2-BP antag: -5; CHRM5 antagonist: 6; M1 PAM parental: 2; M5 PAM: -2; CHRM4 PAM: 1; TAAR1 antag: -2; CRFR2-BP ag: 1.4; TAAR1 ag: 2; CHRM5 agonist: -1

How did COc1cccc(NC(=O)COC(=O)C2C3CC4OC(=O)C2C4C3)c1 (stereo unspecified) do in these assays?
CRFR2-BP antag: 5; CHRM5 antagonist: 3; M1 PAM parental: 21; M5 PAM: 4; CHRM4 PAM: -2; TAAR1 antag: 10; CRFR2-BP ag: -0.7; TAAR1 ag: 1; CHRM5 agonist: -1

What do the screens show for `COc1ccc(C(=O)NNC(=S)NC(=O)/C=C/c2cccs2)cc1`?
CRFR2-BP antag: -4; CHRM5 antagonist: -4; M1 PAM parental: 11; M5 PAM: 3; CHRM4 PAM: 2; TAAR1 antag: 5; CRFR2-BP ag: -2.6; TAAR1 ag: 31; CHRM5 agonist: -1

Results for Cc1cccc(NC(=O)c2nc(S(=O)(=O)Cc3ccccc3)ncc2Cl)c1 ?
CRFR2-BP antag: 45; CHRM5 antagonist: 10; M1 PAM parental: -7; M5 PAM: -6; CHRM4 PAM: -9; TAAR1 antag: 22; CRFR2-BP ag: -0.3; TAAR1 ag: -4; CHRM5 agonist: -4

Results for CCCCc1nnc(NC(=O)CSc2nc(=O)cc(N)n2-c2ccccc2)s1 ?
CRFR2-BP antag: 5; CHRM5 antagonist: -3; M1 PAM parental: 19; M5 PAM: 5; CHRM4 PAM: -12; TAAR1 antag: 6; CRFR2-BP ag: 1.1; TAAR1 ag: -1; CHRM5 agonist: 1

How did Cc1ccc(NC(=O)c2sccc2C)nc1 do in these assays?
CRFR2-BP antag: -6; CHRM5 antagonist: -18; M1 PAM parental: 25; M5 PAM: 9; CHRM4 PAM: 4; TAAR1 antag: -22; CRFR2-BP ag: -0.2; TAAR1 ag: 0; CHRM5 agonist: -2

What do the screens show for `CN(C)c1ccc(CNS(=O)(=O)c2ccc3c(c2)C(C)(C)C(=O)N3C)cc1`?
CRFR2-BP antag: 2; CHRM5 antagonist: 0; M1 PAM parental: 2; M5 PAM: -9; CHRM4 PAM: 2; TAAR1 antag: -3; CRFR2-BP ag: 2.3; TAAR1 ag: 1; CHRM5 agonist: 1

Results for CCOC(=O)c1oc2ccccc2c1NC(=O)c1cccc(OC)c1 ?
CRFR2-BP antag: 4; CHRM5 antagonist: 3; M1 PAM parental: 20; M5 PAM: -8; CHRM4 PAM: -8; TAAR1 antag: -10; CRFR2-BP ag: -0.3; TAAR1 ag: 4; CHRM5 agonist: -2

How did CCOc1cc2[nH]c(=O)n(Cc3ccccc3)c(=O)c2cc1OCC do in these assays?
CRFR2-BP antag: 71*; CHRM5 antagonist: 3; M1 PAM parental: -8; M5 PAM: -3; CHRM4 PAM: -4; TAAR1 antag: 2; CRFR2-BP ag: -1.0; TAAR1 ag: 7; CHRM5 agonist: -1

How did CC(NC(=O)Cc1ccc(F)cc1)C(c1cccs1)N1CCN(C)CC1 (stereo unspecified) do in these assays?
CRFR2-BP antag: 2; CHRM5 antagonist: -3; M1 PAM parental: 24; M5 PAM: 0; CHRM4 PAM: 0; TAAR1 antag: -6; CRFR2-BP ag: -1.9; TAAR1 ag: 1; CHRM5 agonist: -2

Results for CCOC(=O)CCc1c(C)nc2c(c(C)nn2-c2ccc(C)cc2)c1C ?
CRFR2-BP antag: 21; CHRM5 antagonist: -6; M1 PAM parental: 17; M5 PAM: 2; CHRM4 PAM: 6; TAAR1 antag: 1; CRFR2-BP ag: 2.7; TAAR1 ag: 1; CHRM5 agonist: -3

How did COC(=O)c1ccc(N=NN2CCCCC2)cc1 do in these assays?
CRFR2-BP antag: 14; CHRM5 antagonist: 10; M1 PAM parental: 5; M5 PAM: -10; CHRM4 PAM: -13; TAAR1 antag: 2; CRFR2-BP ag: -0.4; TAAR1 ag: 12; CHRM5 agonist: 1

What do the screens show for `C#CCN(C[C@@H]1[C@@H](OC(=O)NC2CCCC2)[C@@H](OC(=O)NC2CCCC2)CN(C(=O)OC(C)C)N1C(=O)OC(C)C)S(=O)(=O)c1ccc(C)cc1`?
CRFR2-BP antag: -1; CHRM5 antagonist: -11; M1 PAM parental: 9; M5 PAM: -3; CHRM4 PAM: -6; TAAR1 antag: -36; CRFR2-BP ag: 3.1; TAAR1 ag: -2; CHRM5 agonist: -1

Results for CCN(CC)C(=O)N1CCN(S(=O)(=O)c2ccccc2)CC1 ?
CRFR2-BP antag: -9; CHRM5 antagonist: 3; M1 PAM parental: 16; M5 PAM: 5; CHRM4 PAM: 10; TAAR1 antag: -36; CRFR2-BP ag: 0.8; TAAR1 ag: 1; CHRM5 agonist: 2

What do the screens show for `Cc1noc(C)c1COC(=O)c1cc(S(=O)(=O)N2CCOCC2)ccc1F`?
CRFR2-BP antag: -5; CHRM5 antagonist: 9; M1 PAM parental: -11; M5 PAM: -12; CHRM4 PAM: 2; TAAR1 antag: -3; CRFR2-BP ag: -1.6; TAAR1 ag: 17; CHRM5 agonist: 3

Results for COc1cc2c(-c3ccccc3)c(C)oc2cc1/C=N/NC(N)=S ?
CRFR2-BP antag: 4; CHRM5 antagonist: 19; M1 PAM parental: 19; M5 PAM: -13; CHRM4 PAM: -3; TAAR1 antag: 103*; CRFR2-BP ag: -1.4; TAAR1 ag: -4; CHRM5 agonist: -2

Results for CC(C)(C)c1ccc(OCCC(=O)OCC(=O)NC2CCCCC2)cc1 ?
CRFR2-BP antag: 0; CHRM5 antagonist: 0; M1 PAM parental: 0; M5 PAM: -1; CHRM4 PAM: -5; TAAR1 antag: 31; CRFR2-BP ag: 0.9; TAAR1 ag: 10; CHRM5 agonist: 4

Results for Cc1cc(Cl)c2oc(C(=O)N(C)Cc3cc(C)[nH]n3)c(C)c2c1 ?
CRFR2-BP antag: -2; CHRM5 antagonist: -5; M1 PAM parental: 10; M5 PAM: 5; CHRM4 PAM: 5; TAAR1 antag: -16; CRFR2-BP ag: -1.8; TAAR1 ag: 0; CHRM5 agonist: 0

What do the screens show for `Cc1ccc(OCCCNC2CCCC2)cc1`?
CRFR2-BP antag: 9; CHRM5 antagonist: -6; M1 PAM parental: 21; M5 PAM: 1; CHRM4 PAM: -5; TAAR1 antag: 4; CRFR2-BP ag: -0.9; TAAR1 ag: 1; CHRM5 agonist: -6
